# CXXC DNA block: qHTS Fluorescence Polarization Assay for Inhibitors of MLL CXXC domain - DNA interaction. MLL-CXXC / FITC-HOXA9 DNA fluorescence polarization. AID 2662, 2010. 290,000 tested, 0.037% active. Histone-lysine N-methyltransferase 2A (Homo sapiens), Q03164. Potency, µM (doses to about 115 µM), without a hit: at the highest dose activity change, negative = inhibition, usual class: inhibitors; active = well fitted inhibition curve with a large enough effect in the polarisation, with a control signal flat, not every such curve was filed as active; inconclusive = small, poorly fitted or top-dose-only effect, or effect the other way, or a change in a side signal; inactive = no such curve, though single readings can be large or run the other way; the % refers to the polarisation; also: potency is read from the fitted curve at half-maximal effect
#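 Fluorescence polarization: 7 uM MLL-CXXC (stock) preincubated 5 min with compounds, then 50 nM fluorescein-HOX-A9 DNA (stock) added; 30 min ambient. Buffer 50 mM Tris-HCl pH 7.5, 50 mM NaCl, 1 mM DTT, 0.05% BSA.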
# TSHR antag: Antagonists of the Thyroid Stimulating Hormone Receptor: HTS campaign; AID 504810, 2011; 330,000 tested, 0.2% active; Thyrotropin receptor (Homo sapiens), P16473; TSHR-expressing cells, TSH-stimulated cAMP HTRF, 2 h; active compounds read low; activity change, negative = inhibition, % at 11.5 µM;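 active = activity change below a set negative limit, meaning inhibition stronger than a set level, cut at about -70% in these data; inconclusive = activity change between two set negative limits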; also: % is scaled to controls: 0 for no effect and ±100 for the full control effect
#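 Competitive HTRF cAMP read-out (cryptate anti-cAMP antibody, cAMP-d2; 30 min, room temperature) in freshly harvested TSHR cells. Compounds added before TSH at EC80 (4nM final), followed by 2 hours' incubation at 37 deg C.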
# S-ASM inh: Inhibitors of Secretory Acid Sphingomyelinase (S-ASM): qHTS. Sphingomyelin phosphodiesterase (Homo sapiens), P17405. placental ASM, HMU-PC fluorogenic substrate, 60 min. Potency, µM (highest dose often 57.5 µM), for the others: top-dose activity change, negative = inhibition, hits mostly inhibitors. 340,000 tested, 0.006% active; also: potency is read from the fitted curve at half-maximal effect
# Target sequence (P17405 47-631 limits assumed): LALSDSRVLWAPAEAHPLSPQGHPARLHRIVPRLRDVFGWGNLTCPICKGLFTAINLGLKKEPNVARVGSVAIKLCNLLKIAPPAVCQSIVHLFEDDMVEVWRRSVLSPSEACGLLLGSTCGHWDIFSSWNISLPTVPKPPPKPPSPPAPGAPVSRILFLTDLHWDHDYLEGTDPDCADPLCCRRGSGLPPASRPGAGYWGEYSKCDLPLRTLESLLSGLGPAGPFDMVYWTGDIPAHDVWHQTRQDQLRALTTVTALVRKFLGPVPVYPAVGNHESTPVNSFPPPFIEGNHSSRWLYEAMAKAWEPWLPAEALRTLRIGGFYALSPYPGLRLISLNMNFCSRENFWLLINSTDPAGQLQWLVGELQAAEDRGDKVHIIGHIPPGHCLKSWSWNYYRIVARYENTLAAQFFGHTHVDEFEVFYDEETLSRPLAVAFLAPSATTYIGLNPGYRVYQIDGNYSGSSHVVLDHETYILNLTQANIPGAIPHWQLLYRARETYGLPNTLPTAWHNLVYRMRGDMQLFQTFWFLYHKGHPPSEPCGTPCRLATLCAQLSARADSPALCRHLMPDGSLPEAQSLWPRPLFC
#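 Steps: dispense placental human ASM, pin compound, wait 10 min at room temperature, add HMU-PC0 substrate at 9 uM final, incubate 60 min at 37 °C, add stop solution raising pH to 10, read fluorescence.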
# Mito fusion yeast: qHTS Assay for Small Molecule Inhibitors of Mitochondrial Division or Activators of Mitochondrial Fusion; 320,000 tested, 0.23% active; AID 485298, 2010; Potency, µM (titrated, usually from 46.1 µM), without a hit: at the top dose growth rescue (activation), actives largely listed as activators; S. cerevisiae fusion-defective mutant growth rescue, CellTiterGlo 48 h;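 also: potency is read from the fitted curve at half-maximal effect; % of control where 0% means no effect; nearly all actives have a fitted effect of over 45% in size; temperature-sensitive fusion mutants such as fzo1-1 at 37 °C on non-fermentable ethanol glycerol medium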
#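 Yeast fusion mutant, YPEG (non-fermentable carbon), compound, 48 h at 37C non-permissive; CellTiterGlo added, 10 min RT, luminescence read. Rescued growth = division inhibition.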
# TSG101-PTAP inh: qHTS Assay for Iinhibitors of HIV-1 Budding by Blocking the Interaction of PTAP/TSG101; 340,000 tested, under 10 active; Potency, µM (titrated, usually from 115 µM), inactives show at the highest dose activity change, negative = inhibition, usual class: inhibitors; Fluorescence polarization, FITC-PTAP peptide / Tsg101 binding; active = well fitted inhibition curve with a large enough effect in the main read-out, with a control signal flat, not every such curve was filed as active; inconclusive = small, poorly fitted or top-dose-only effect, or effect the other way, or a change in a side signal; inactive = no such curve, though single readings can be large or run the other way; also: potency is read from the fitted curve at half-maximal effect; % of control where 0% means no effect
#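 Fluorescence polarization binding of Tsg101 binding domain (10 uM final) to FITC-labeled PTAP peptide (50 nM final) in HEPES pH 7.5 buffer with NaCl, Tween 20, EDTA, TCEP. Compounds added before peptide; binding 20 min at RT.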
# TCR activator: Activators of T cell receptors: qHTS campaign | primary human leukocytes, anti-CD3, IL-2 HTRF, 48 h | Potency, µM (titrated, usually from 9.22 µM), for inactives: at the top dose activation of IL-2 secretion, hits mostly activators | 330,000 tested, under 10 active | AID 504894, 2011; also: % of control where 0% means no effect
#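 Activity was scored as IL-2 release from primary human leukocytes given only a TCR signal (a-CD3 beads) plus compound for 48 hr. Detection used a two-antibody HTRF format read at 665nm.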
# MBNL1 CUG block: qHTS Assay for Inhibitors of MBNL1-poly(CUG) RNA binding. Potency, µM (series often up to 57.5 µM), for inactives: at the top dose activity change, negative = inhibition, actives largely listed as inhibitors. 280,000 tested, 0.036% active. Muscleblind-like protein 1 (Homo sapiens), Q9NR56. TR-FRET MBNL1-His/biotin-(CUG)12 binding, 665/545 ratio. AID 2675, 2010; active = well fitted inhibition curve with a large enough effect in the signal ratio, with a control signal flat, not every such curve was filed as active; inconclusive = small, poorly fitted or top-dose-only effect, or effect the other way, or a change in a side signal; inactive = no such curve, though single readings can be large or run the other way; the % refers to the signal ratio; also: potency is read from the fitted curve at half-maximal effect; % is scaled to controls: 0 for no effect and ±100 for the full control effect
# Target sequence (Q9NR56 whole entry, looked up): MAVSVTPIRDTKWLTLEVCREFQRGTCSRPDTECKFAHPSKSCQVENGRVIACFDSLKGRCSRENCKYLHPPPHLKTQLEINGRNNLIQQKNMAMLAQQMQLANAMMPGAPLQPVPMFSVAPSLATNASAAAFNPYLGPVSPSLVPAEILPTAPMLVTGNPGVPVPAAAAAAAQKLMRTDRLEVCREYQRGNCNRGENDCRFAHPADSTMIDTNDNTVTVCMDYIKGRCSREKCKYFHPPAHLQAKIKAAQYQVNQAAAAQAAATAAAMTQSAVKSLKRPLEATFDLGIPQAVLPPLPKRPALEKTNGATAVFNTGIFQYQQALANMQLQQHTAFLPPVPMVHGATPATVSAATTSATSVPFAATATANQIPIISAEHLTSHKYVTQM
#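 Ratiometric TR-FRET (665 over 545 nm, excitation 340 nm) tracks disruption of MBNL1-His/biotin-(CUG)12 complex after 60 min at room temperature, with compounds at 92 nM to 58 uM final.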
# AT treatment: qHTS Assay for Identifying a Potential Treatment of Ataxia-Telangiectasia. 320,000 tested, 0.19% active. […] A-T fibroblasts, KAP-1 phosphorylation AlphaLISA; neocarzinostatin DNA damage 30 min before lysis. Potency, µM (doses to about 57.5 µM), inactives show at the highest dose activation, most hits filed as activators; also: potency is read from the fitted curve at half-maximal effect; % of control where 0% means no effect; nearly all actives have a fitted effect of over 45% in size
#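 hTERT-immortalized A-T patient fibroblasts ([…]), 500 cells/well in OPTI-MEM, 1% FBS, got compounds for 60 min, then NCS for 30 min at 37C. Lysates were then assayed for phospho-KAP-1 by AlphaLISA (anti-pKAP1 donor, anti-KAP1 acceptor beads), 6 hr at 25C.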
# a7 integrin act: qHTS for Activators of Integrin-Mediated Alleviation for Muscular Dystrophy. alpha7betagal myoblasts, beta-gal FDG fluorescence, 48 h. Potency, µM (titrated, usually from 38.3 µM), for the others: at the top dose activation, usual class: activators. 350,000 tested, 0.064% active;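 also: potency is read from the fitted curve at half-maximal effect; 100% = response of the positive control SU9516; nearly all actives have a fitted effect of over 60% in size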
#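 alpha7betagal+/- myoblasts (passage 13, 250/well) treated 48 h at 37C with compounds at 1:260 dilution of DMSO stock. Lysed, then beta-galactosidase activity read as FDG fluorescence (ex 480/em 540) after 30 min, with pre-read for autofluorescence.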
# Menin MLL FP TR: qHTS Assay for Inhibitors Targeting the Menin-MLL Interaction in MLL Related Leukemias: Competition With Texas Red Labeled MLL-derived Mutant Peptide | O00255 | Potency, µM (series often up to 61.6 µM), inactives show top-dose FP activity change, negative = inhibition, actives largely listed as inhibitors | 270,000 tested, 0.23% active | Menin + Texas Red MLL mutant peptide, fluorescence polarization; active = well fitted inhibition curve with a large enough effect in the polarisation, with a control signal flat, not every such curve was filed as active; inconclusive = small, poorly fitted or top-dose-only effect, or effect the other way, or a change in a side signal; inactive = no such curve, though single readings can be large or run the other way; the % refers to the polarisation; also: potency is read from the fitted curve at half-maximal effect; % of control where 0% means no effect; many of its hits are not listed in these tables
# Numbers without * were called inactive; ? = inconclusive; · = no result given; [ ] = dose if it differs, or a comment. Unless noted, calls follow the shape of the dose curve; as a rule, active = well fitted curve in the direction sought with a large enough effect; inconclusive = small, poorly fitted or top-dose-only effect, or another doubt; inactive = no such curve, though single readings can be large; an effect the other way counts as inactive or inconclusive. Only part of the results is shown; count on the stated rates, not on these rows.
# Value order: CXXC DNA block | TSHR antag | S-ASM inh | Mito fusion yeast | TSG101-PTAP inh | TCR activator | MBNL1 CUG block | AT treatment | a7 integrin act | Menin MLL FP TR
- Cc1cc(OCC(=O)OCC(=O)NC2CCCCC2C)ccc1Cl (stereo not drawn)
    · | 15 | 2% | -3% | -3% | 8% | · | -1% | 16% | ·
- CN(CC(=O)Nc1ccccc1Br)C(=O)c1ccccc1OCc1ccc(Cl)cc1
    · | · | -4% | · | -5% | -4% | · | · | 11% | ·
- Cc1ccc(NC(=S)NC(=O)c2ccccc2)cc1NC(=S)NC(=O)c1ccccc1
    8% | 3 | 0% | -28% | 1% | -6% | 254%[activator] | -12% | 3% | -5%
- COc1ccc(Br)cc1CN(C)CC(O)COc1ccc(Br)cc1 (stereo not drawn)
    31%[activator] | -2 | -3% | -41%[inhibitor] | -13% | 8% | 5% | 8% | -56%[inhibitor] | -11%
- CS(=O)(=O)Nc1ccc(C(=O)NCCSCc2c(F)cccc2Cl)cc1
    -3% | 15 | 1% | 22% | -2% | 2% | 1% | 14% | 4% | -6%
- COc1ccc(N2CCN(c3cc(=O)n(Cc4ccc(F)cc4)c(=O)[nH]3)CC2)cc1
    11% | -6 | 5% | -8% | -10% | -1% | -1% | 2% | 5% | 8%
- O=C(Nc1ccc(Cl)cc1)N1CCN(Cc2ccc3c(c2)OCO3)CC1
    2% | -1 | -1% | -3% | -2% | 4% | 2% | 41% | 13% | ·
- O=C(O)CSCC(=O)N1CCCN(c2nccc(C(F)(F)F)n2)CC1
    3% | -1 | 5% | -3% | -6% | 2% | -9% | 9% | 4% | 3%
- COc1ccc(CC(=O)NCc2nnc(SCC(=O)Nc3ccc(OC)cc3)n2C)cc1
    -3% | -9 | -3% | -2% | -1% | 11% | -1% | 0% | -17% | -1%
- CCN(CC)c1ccc(C(=O)NC(=S)Nc2cc(S(=O)(=O)N3CCOCC3)ccc2-n2cncn2)cc1
    12% | 17 | 3% | -6% | 0% | 3%[46.1 µM] | 3% | 5% | -19% | 9%
- C#CCOCCOCCOCCNc1nc(N2CCN(C(=O)CCCCCCCCCCNC(=O)Cn3cc(C[C@@H](C)O)nn3)CC2)nc(N2CCN(C(=O)CCCCCCCCCCNC(=O)[C@H](CO)n3cc(CCCSC)nn3)CC2)n1
    · | -18 | -2% | 1% | 0% | 0% | · | 4% | -6% | ·
- Cc1cccc(N2CCN(C(=O)CN3C(=O)NC4(CCCCCC4)C3=O)CC2)c1C
    · | -20 | -4% | 5% | -6% | -23% | · | 2% | -2% | ·
- O=C(O)c1cc(-n2cccc2)ccc1N1CCOCC1
    1% | 2 | 3% | -4% | 0% | -5% | -4% | 1% | 0% | ·
- CC(C)(C)NS(=O)(=O)c1cnc(Cl)c(Cl)c1
    8% | 7 | 0% | -3% | -8% | 3% | -3% | -5% | -43% | 20%
- Cc1cc(O)cc(O)c1C(=O)Cc1cscn1
    -5% | -13 | 4% | 1% | 0% | -5% | 0% | -9% | 13% | -1%
- CC1(C)CC(NS(=O)(=O)c2ccc3ccccc3c2)CC(C)(C)N1
    4% | -1 | -3% | 1% | -2% | 4% | 2% | -2% | -60%[inhibitor] | -5%
- Cc1ccc(CNC(=O)C2CCN(S(=O)(=O)c3cccs3)CC2)o1
    -3% | 1 | 1% | -8% | -2% | 1%[46.1 µM] | 4% | -5% | -19% | 1%
- Nc1nonc1C(=O)OCC(=O)N1CCCCC1
    15% | 20 | 7% | -2% | -2% | 1% | -1% | ? | -5% | 7%[11.7 µM]
- Cc1cccnc1NC1(C(F)(F)F)N=C(c2ccccc2)NC1=O (stereo not drawn)
    -2% | 1 | 12% | 5% | 2% | -4% | -17% | -3% | -3% | -20%
- CCn1c(=O)cc(OCC(=O)NC2CC2)c2ccccc21
    3% | -2 | 5% | -7% | -1% | -4% | 0% | -1% | 2% | ·
- O=C(CSC1=NS(=O)(=O)c2ccccc2N1)Nc1ccccc1F
    · | -2 | -1% | -4% | 1% | -1% | · | -5% | 3% | ·
- Cc1cc(C)nc(SCc2cc(=O)c(OC(=O)c3ccc(S(=O)(=O)N(C)C)cc3)co2)n1
    -1% | 33 | -1% | 4% | -3% | 0%[46.1 µM] | -28% | 6% | -6% | 15%
- CCc1ccc(S(=O)(=O)c2ccc(-n3nc(C)cc3N)cc2)cc1
    7% | 5 | 6% | 2% | -1% | · | -1% | -2% | 8% | -17%
- COc1ccc(OCC(=O)OCC(=O)NCC2CCCCC2)cc1
    · | 9 | -2% | -3% | -3% | -2% | · | 6% | 20% | ·
- CC1(C)Cc2c(sc3ncnc(N)c23)CO1
    6% | 13 | 6% | -1% | -4% | 8% | -2% | 2% | 44% | 9%
- Cc1cc2nc(C(F)(F)F)cc(-c3cccs3)n2n1
    1% | 11 | 24% | 0% | -5% | 0% | 14% | 4% | 22% | 11%
- C/C(N)=C(/C#N)C(=O)CSc1nc(-c2ccccc2)c(-c2ccccc2)o1
    27% | -4 | 3% | 18% | 1% | -4% | -1% | 2% | 0% | ?
- Cc1ccc(OCC(=O)Nc2ccc(C)c(F)c2)c([N+](=O)[O-])n1
    · | -6 | -3% | 0% | -4% | -1% | · | -8% | -18% | ·
- COc1cc(NC(=O)CSCC(=O)Nc2cc(OC)cc(OC)c2)cc(OC)c1
    0% | -1 | -2% | 3% | -2% | 4% | -12% | -1% | -13% | ·
- CN1CCN(C(=O)C23CCC(C)(C(=O)C2Br)C3(C)C)CC1 (stereo not drawn)
    4% | -6 | 0% | -3% | -1% | 3% | 3% | 6% | 2% | ·
- NS(=O)(=O)c1ccc(NC(=O)COC(=O)CCCN2C(=O)c3cccc4cccc(c34)C2=O)cc1
    · | -5 | -3% | · | 0% | 3% | · | -10% | 0% | ·
- CC(C)COc1ccc(/C(O)=C2/C(=O)C(=O)N(CCN(C)C)C2c2ccncc2)cc1 (stereo not drawn)
    -3% | 7 | -2% | -5% | -6% | 3% | ? | -10% | 25% | -10%
- CC(C)c1nnc(NC(=O)c2ccc3ccccc3c2)s1
    -11% | 16 | -6% | 1% | 0% | 1% | 4% | -10% | 32% | ·
- O=C(/C=C(/c1ccc(Cl)cc1)n1cncn1)c1ccccc1
    -3% | -9 | 0% | 7% | -1% | -3% | ? | · | 4% | -6%
- CC1CCCCN1CCCNC(=O)C1CCCN(c2ncnc3c2nc2n3CCCCC2)C1 (stereo not drawn)
    -4% | 9 | 0% | 4% | -4% | -8% | -8% | 10% | 4% | 3%
- Cc1ccc(S(=O)(=O)Nc2ccc(NC(=O)CN3CCCCC3)cc2)cc1
    12% | -1 | 1% | -2% | -3% | 7% | -10% | 8% | 0% | 16%
- Fc1ccc(CSc2nnc(-c3ccccn3)o2)cc1
    14% | -6 | 3% | 6% | -1% | -4% | 2% | -8% | -17% | -10%
- Cc1ccc2nc(Nc3ccccc3O)nc(-c3ccccc3)c2c1
    9% | 3 | -7% | -1% | -3% | 6% | 1% | 2% | 1% | ?
- CCOC(=O)c1c(NC(=O)COc2cccc3c2CCN(C)C3=O)sc2c1CCC2
    10% | -5 | -1% | 19% | 0% | -2%[46.1 µM] | · | 1% | 0% | -5%
- CO/N=C/c1c(-c2ccc(Cl)cc2)nc2cc(C)ccn12
    -8% | -17 | 23% | -6% | -9% | -1% | 15% | 12% | -29% | -6%
- CC(=O)Nc1ccc(NC(=O)CSc2ncnc3sc(C)c(C)c23)cc1
    4% | -10 | 1% | 10% | -1% | 0% | 40%[activator] | 14% | -17% | 10%
- CCOC(=O)C1C(=O)NC(c2ccccc2)=NC1c1ccc(OC)cc1 (stereo not drawn)
    -6% | -9 | 0% | 6% | -1% | -3% | · | -5% | 23% | -3%
- CC1=Nc2ccccc2/C1=C/c1nc(-c2ccc(C)s2)oc1O
    ? | -2 | -24% | 3% | ? | 4% | -1% | -28% | 9% | ?
